Bioassay records (PubChem)
Casp7 inh – allosteric or competitive inhibitors of human caspase-7 | 75,000 tested, 0.02% active | Potency, µM (series often up to 57.5 µM), inactives show top-dose activity change, negative = inhibition, usual class: inhibitors | recombinant caspase-7, Ac-DEVD-AFC fluorescence rate | P55210; active means well fitted inhibition curve with a large enough effect in the main read-out, with a control signal flat, not every such curve was filed as active; inconclusive means small, poorly fitted or top-dose-only effect, or a change in a side signal; further: potency means the concentration at half of the fitted maximal effect; % of control where 0% means no effect
Pol III holo inh – DNA polymerase III holoenzyme inhibition; 71,000 tested, 0.25% active; Potency, µM (doses to about 57.1 µM), for the others: at the highest dose activity change, negative = inhibition; reconstituted DNA polymerase III holoenzyme replication, biochemical; AID 603; further: potency means the concentration at half of the fitted maximal effect; on the % scale 0 is the no-effect control and ±100 the full control effect
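Reconstituted *E. coli* holoenzyme (0.35 nM Pol III, 1 nM beta, 154 nM SSB, 2 nM primase) was preincubated with compound for 15 min at RT. Synthesis on 1.4 nM ssM13Gori ran 35 min, then was stopped with PicoGreen/EDTA and read as dsDNA fluorescence.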
USP2a inh – inhibitors of human ubiquitin-specific protease USP2a; USP2a enzymatic assay, qHTS inhibition; Potency, µM (series often up to 38.3 µM), inactives show at the highest dose activity change, negative = inhibition, hits mostly inhibitors; 60,000 tested, 0.1% active;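 further: potency means the concentration at half of the fitted maximal effect; nearly all actives have a fitted effect of over 60% in size; plate controls were DMSO for no effect and NEM full inhibition control for full effect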
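USP2 core (20nM final) preincubated 30 min RT with compound, then Ub-PLA2 20nM and NBD C6-HPC 20uM final added; buffer 20mM Tris-HCl pH 8.0, 2mM CaCl2. Fluorescence Ex 460/Em 535 read at 0 and 2.5 h; normalized to NEM.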
BRCT inh red – BRCT-phosphoprotein interaction inhibition (red fluorophore). Potency, µM (titrated, usually from 76.9 µM), for the others: at the highest dose activity change, negative = inhibition, usual class: inhibitors. BRCT-phosphopeptide binding, red fluorescence polarization. 75,000 tested, 0.03% active; further: on the % scale 0 is the no-effect control and ±100 the full control effect
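Rhodamine-labelled pBACH1 10-mer (100 nM) bound to BRCT domain (100 nM) at pH 7.3; compounds incubated 12 min room temperature, polarization read. Free peptide defines full inhibition; unlabelled decapeptide titrated as control.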
HEK293 cAMP cs – counter-screen for TSHR agonists: cAMP increase in parental HEK293; parental HEK293 CNG cAMP sensor, membrane potential fluorescence; Potency, µM (doses to about 57.1 µM), for the others: at the highest dose activation, actives largely listed as activators; 73,000 tested, 2.5% active; further: potency means the concentration at half of the fitted maximal effect; % of control where 0% means no effect; nearly all actives have a fitted effect of over 55% in size
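Parental HEK 293 cells stably expressing a modified CNG channel (no TSHR) report cAMP rise as membrane depolarization. Membrane potential dye with 100 uM RO 20-1724 was loaded for 60 min at room temperature, then compound added for 30 min; fluorescence read at 590 nm.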
15-hLO inh – blocks human 15-lipoxygenase activity | P16050 | purified 15hLO-1, xylenol orange hydroperoxide absorbance | Potency, µM (top dose mostly 57.1 µM), inactives show top-dose activity change, negative = inhibition, usual class: inhibitors | 74,000 tested, 1.4% active | AID 887; further: potency means the concentration at half of the fitted maximal effect; on the % scale 0 is the no-effect control and ±100 the full control effect; nearly all actives have a fitted effect of over 55% in size
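Readout: Fe(III)-xylenol orange absorbance, 573-to-405 nm ratio as reaction progress. Enzyme 40 nM purified human 15hLO-1, substrate 50 uM arachidonic acid, 6 min RT after 15 min compound preincubation; Hepes pH 7.5 buffer with Triton X-100.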
Casp1 inh – caspase-1 (human) inhibition, allosteric or competitive | P29466 | Caspase-1 enzyme, Ac-WEHD-AFC fluorogenic rate | Potency, µM (titrated, usually from 57.5 µM), for inactives: at the highest dose activity change, negative = inhibition, most hits filed as inhibitors | 75,000 tested, 0.03% active | AID 900;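 further: potency means the concentration at half of the fitted maximal effect; plate controls were vehicle for no effect and no substrate for full effect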
Target sequence (P29466 120-297 limits assumed): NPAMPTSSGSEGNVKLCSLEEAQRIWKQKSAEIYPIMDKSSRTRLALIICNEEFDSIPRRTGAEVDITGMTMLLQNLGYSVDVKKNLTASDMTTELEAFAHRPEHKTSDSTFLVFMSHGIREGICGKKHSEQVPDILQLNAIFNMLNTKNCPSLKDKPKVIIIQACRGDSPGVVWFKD
Target sequence (P29466 317-404 limits assumed): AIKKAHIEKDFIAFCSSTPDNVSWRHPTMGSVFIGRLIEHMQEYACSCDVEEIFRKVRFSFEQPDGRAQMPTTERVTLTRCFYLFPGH
Rhodamine fluor – compound autofluorescence in rhodamine spectral region; max dye-equivalent concentration, M; 59,000 tested, 0.05% active; Rhodamine-region fluorescence, 547/598 nm, Tris buffer; hits give high values; in the data active means max dye-equivalent concentration above about 11 nM; inconclusive means between about 1.1 nM and that limit
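Compound fluorescence in 100 mM Tris, pH 8.0, read after 15 min at room temperature with 547 nm excitation and 598 nm emission. Output is dye-equivalent concentration from an on-plate rhodamine standard series.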
BRCT inh green – BRCA1 BRCT-phosphoprotein interaction inhibition | P38398 | BRCA1 BRCT-phosphopeptide binding, green fluorescence polarization | Potency, µM (top dose mostly 76.9 µM), for the others: at the top dose activity change, negative = inhibition, most hits filed as inhibitors | 75,000 tested, 0.05% active;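 further: potency means the concentration at half of the fitted maximal effect; plate controls were peptide without protein for full effect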
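Compounds were incubated for 12 min at room temperature with a complex of 100 nM fluorescein-tagged pBACH1 decapeptide and 250 nM His-tagged BRCT protein. Buffer was phosphate pH 7.3 with EDTA, DTT and Tween 20. Disruption of binding lowers the polarization signal.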
HADH2 inhib – HADH2 (human) dehydrogenase inhibition; AID 886; Potency, µM (doses to about 57.1 µM), without a hit: at the highest dose activity change, negative = inhibition, hits mostly inhibitors; 73,000 tested, 3.4% active; Q99714; recombinant HADH2, NADH fluorescence, beta-hydroxybutyryl-CoA; further: potency means the concentration at half of the fitted maximal effect; on the % scale 0 is the no-effect control and ±100 the full control effect; nearly all actives have a fitted effect of over 60% in size; many of its hits are not listed in these tables
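NADH fluorescence (ex 360/em 450 nm) read every 30 s for 4 min; activity taken as last-minus-first time point difference. Enzyme 20 nM, NAD+ 1 mM, beta-hydroxybutyryl-CoA 90 uM, pH 9.0 Tris buffer.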
Tau fil binding – binds recombinant human tau filaments; P10636; recombinant tau filaments, thioflavin S fluorescence, 15 h; filaments grown with octadecylsulfate alongside compound; Potency, µM (top dose mostly 57.1 µM), inactives show at the top dose activity change, negative = inhibition; 71,000 tested, 2% active; AID 596;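 further: potency means the concentration at half of the fitted maximal effect; on the % scale 0 is the no-effect control and ±100 the full control effect; actives lower thioflavin S fluorescence by blocking filaments or displacing dye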
Target sequence (P10636 whole entry, looked up): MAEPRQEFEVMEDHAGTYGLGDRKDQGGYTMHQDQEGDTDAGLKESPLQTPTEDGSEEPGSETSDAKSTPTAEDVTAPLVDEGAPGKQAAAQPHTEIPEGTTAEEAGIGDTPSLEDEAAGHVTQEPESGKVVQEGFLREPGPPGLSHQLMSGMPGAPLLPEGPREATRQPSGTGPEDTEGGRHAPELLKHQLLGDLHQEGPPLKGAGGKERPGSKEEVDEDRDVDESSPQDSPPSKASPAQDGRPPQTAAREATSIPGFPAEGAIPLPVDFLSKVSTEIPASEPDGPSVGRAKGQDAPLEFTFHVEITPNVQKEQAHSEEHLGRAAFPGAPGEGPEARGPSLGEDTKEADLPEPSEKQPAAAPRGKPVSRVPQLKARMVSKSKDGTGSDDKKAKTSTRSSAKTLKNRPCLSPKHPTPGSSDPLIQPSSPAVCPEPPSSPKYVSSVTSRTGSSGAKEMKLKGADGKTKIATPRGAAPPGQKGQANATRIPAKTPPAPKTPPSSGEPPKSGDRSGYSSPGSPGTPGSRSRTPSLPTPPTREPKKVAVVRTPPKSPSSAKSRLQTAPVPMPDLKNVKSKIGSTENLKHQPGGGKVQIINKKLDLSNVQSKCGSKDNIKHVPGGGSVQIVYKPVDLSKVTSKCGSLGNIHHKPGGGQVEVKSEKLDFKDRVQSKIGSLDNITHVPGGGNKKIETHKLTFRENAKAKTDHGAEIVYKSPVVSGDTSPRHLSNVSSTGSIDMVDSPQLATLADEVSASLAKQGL
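Assay mix: 1 uM His-tagged tau, 30 uM sodium octadecylsulfate, thioflavine S dye in HEPES/NaCl/DTT buffer. Compound is added prior to the inducer. Fluorescence after 15 h at 37 C.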
The depositor's hits bear a star; i = inactive; ? = inconclusive; . = not tested or not shown; [ ] = remark or other dose. Unless noted, the call rests on the fitted dose curve; in most records, active means well fitted curve in the direction sought with a large enough effect; inconclusive means small, poorly fitted or top-dose-only effect, or another doubt; inactive means no such curve, though single readings can be large; an effect the other way counts as inactive or inconclusive. These rows are one share of the data; rates above refer to the full screens.

SMILES | Casp7 inh | Pol III holo inh | USP2a inh | BRCT inh red | HEK293 cAMP cs | 15-hLO inh | Casp1 inh | Rhodamine fluor | BRCT inh green | HADH2 inhib | Tau fil binding
COc1cc(C(N)=O)ccc1OCc1ccccc1 | 0% | 0% | -1% | -1.3% | 2% | -1% | 0% | i | -1.5% | 8% | 9%
CC(C)c1nnc(SCC(=O)NCc2ccco2)n1C | 3% | -2% | -8% | 1.8% | 1% | 8% | -9% | i | -0.3% | -1% | 6%
CCOC(=O)C1CCCN(C(=O)C2CCN(S(=O)(=O)CC)CC2)C1 (stereo not drawn) | 1% | -5% | -4% | -0.1% | 2% | -1% | 1% | i | -1.3% | 6% | 8%
COC(=O)C1=C(N)Oc2cc(C)n(C)c(=O)c2C1c1ccc(Cl)c(Cl)c1 (stereo not drawn) | -4% | -1% | 3% | -0.9% | ? | -4% | -6% | i | 0.9% | 8% | -1%
Cc1ccc(-n2ncc3c(=O)n(CC(=O)Nc4cccc(Cl)c4)cnc32)cc1C | -2% | 3% | 1% | 0.2% | -4% | -1% | -1% | i | -1.8% | 16% | i
O=C(O)/C(=C/c1c(C(=O)O)[nH]c2cc(Cl)cc(Cl)c12)c1ccccc1 | -1% | 32µM* | -2% | -1.7% | 18% | -3% | 0% | i | -2.6% | -4% | -6%
CC1Cc2ccccc2N1C(=O)CSc1nnc(NC(=O)Cc2cccs2)s1 (stereo not drawn) | -3% | -3% | . | 2.2% | 8% | 6% | -6% | i | 3.0% | 8% | 30%
COCCN1Cc2cccc(C(=O)NCc3ccccc3OC)c2C1=O | 0% | -2% | -9% | 0.6% | 14% | 4% | 0% | i | 1.8% | 1% | -13%
CN(Cc1ccccc1)C(=O)CSc1nc2ccccc2c(=O)n1Cc1ccco1 | -4% | 1% | -1% | 0.2% | 25µM* | 0% | -1% | i | 3.7% | -1% | 21%
CC(=O)Nc1c(C)cc(OCC(=O)O)cc1C | 1%[11.5 µM] | 0%[11.4 µM] | . | 0.8%[15.4 µM] | 7%[11.4 µM] | 6%[11.4 µM] | -3%[11.5 µM] | i | 3.0%[15.4 µM] | ? | -4%[11.4 µM]
CCOC(=O)c1c(C)c(C(=O)NCC2CCCO2)c(C)n1C (stereo not drawn) | 0% | -2% | 8% | -1.1% | ? | 7% | 0% | i | -2.8% | 0% | 11%
CCn1c(CNc2ccccc2Cl)nnc1SCC(=O)NCc1ccccc1 | 2% | -8% | 5% | -1.5% | 9% | 0% | 1% | i | -4.1% | 10% | 6%
CC(C)(C)NC(=O)CN(C(=O)C1CSC(=O)C1)c1ccc2c(c1)OCCO2 (stereo not drawn) | 0% | -3% | . | 1.2% | 6% | 6% | -1% | i | -0.9% | 2% | 0%
CNC(=O)Nc1ccccc1C(=O)NCc1ccccc1 | -1% | -2% | 4% | -0.5% | 7% | -4% | 0% | i | -1.2% | -1% | 0%
CCN(CC)c1ccc(C2C3CCCCC3(O)CCN2CC(=O)N2CCCCC2)cc1 (stereo not drawn) | -3% | -3% | 33%[activator] | 0.0% | 21% | 11% | -1% | i | 0.0% | 11% | -6%
CS(=O)(=O)N(CC(=O)O)c1ccc2c(c1)OCO2 | 0% | -10% | 17% | 0.5% | 12% | -4% | 0% | i | -0.8% | 1% | 2%
CCn1c(SCC(=O)Nc2ccc(NC(=O)c3cccs3)cc2)nnc1-c1cccnc1 | 1% | 5% | . | 1.8% | -6% | 1% | 0% | i | -3.0% | 16% | -8%
CCn1c(CSc2nc(C)cc(C)n2)nnc1SCC(=O)Nc1ccccc1 | -1% | -3% | 45%[activator] | -0.7% | 12% | 5% | 2% | i | -0.8% | 3% | 0%
COc1cccc(C(=O)N2CCSC2=S)c1 | 1% | -4% | -5% | 0.2% | 7% | -5% | 0% | . | -2.0% | ? | 7%
CCOCCCNC(=O)c1ccc2c(c1)OCO2 | 1% | 1% | 2% | 1.2% | 10% | 1% | -1% | i | -1.6% | -5% | -2%
CCSC(C)CC1C/C(=N/O)c2c(CC)noc2C1 (stereo not drawn) | -1% | -1% | 5% | -1.2% | 19% | -23% | 1% | . | -0.8% | -5% | 5%
O=C(CSc1nnc(-c2cccnc2)n1Cc1ccccc1)N1CCOCC1 | 1% | -3% | 3% | -1.0% | -5% | 11% | -1% | i | -1.0% | -5% | 10%
COc1ccc(-n2c(=O)c(-c3ccc(F)c(F)c3)nc3cncnc32)cc1 | -6% | -2% | 78%[activator] | 0.9% | ? | 5% | -3% | i | 0.0% | 15% | -16%
O=C1CC(C(=O)N(c2cccc(F)c2)C(C(=O)NC2CCCC2)c2ccccn2)CS1 (stereo not drawn) | -1% | -5% | 0% | -0.5% | -4% | 10% | 1% | i | 1.8% | 6% | -6%
COc1ccc(N2CCN(C(CNC(=O)c3ccco3)c3cccnc3)CC2)cc1 (stereo not drawn) | -1% | -1% | 2% | -2.8% | 20% | -5% | 0% | i | -1.1% | 7% | -8%

Remaining list, next part:
SMILES | Casp7 inh | Pol III holo inh | USP2a inh | BRCT inh red | HEK293 cAMP cs | 15-hLO inh | Casp1 inh | Rhodamine fluor | BRCT inh green | HADH2 inhib | Tau fil binding
N[C@H](Cn1ccc(=O)n(Cc2ccccc2C(=O)O)c1=O)C(=O)O | 1% | -2% | . | -0.9% | 5% | -30%[25.6 µM] | 0% | . | -1.3% | -5% | ?
CC(=O)Oc1ccc(/C=C\C(=O)C[C@@H]2O[C@@H](Oc3cc(OC(C)=O)c4c(c3)O[C@@H](c3ccc(OC(C)=O)cc3)CC4=O)[C@H](OC(C)=O)[C@H](OC(C)=O)[C@@H]2OC(C)=O)cc1 | . | -4% | . | . | -5% | . | . | i | . | 19% | ?
COc1ccccc1CC(=O)Nc1ccc(-c2nnc(-c3ccco3)o2)cc1 | -1% | -2% | 52%[activator] | -0.1% | -1% | -25% | -5% | . | -1.3% | ? | 107%
C=CCOc1ccc(C2/C(=C(\O)c3c(C)[nH]c(C(=O)OC)c3C)C(=O)C(=O)N2CCN(C)C)cc1 (stereo not drawn) | 0% | -6% | 12% | 0.4% | ? | -1% | -2% | i | -1.7% | 7% | -4%
COC(=O)/C(=C1\OC(=O)C(c2ccccc2)C1=O)c1ccccc1 (stereo not drawn) | -14% | . | 6% | -0.3% | . | 0% | -7% | . | -1.5% | . | .
Cc1nnc(NC(=O)CN2C(=O)c3ccccc3S2(=O)=O)s1 | 2% | -7% | -3% | 0.6% | 11% | -1% | 4% | i | -3.0% | 3% | -9%
CC(=O)Nc1ccccc1NC(=O)CC(C)(C)C | 2% | -4% | -1% | -0.2% | 2% | -3% | 2% | i | -0.9% | -1% | 0%
CCn1c(SCC(=O)N2c3ccccc3CCc3ccccc32)nc2c1c(=O)n(C)c(=O)n2C | -4% | -1% | 1% | -0.7% | 6% | 0% | 0% | i | -7.8% | 9% | 8%
CSc1nncc(-c2ccc(F)c(F)c2)n1 | -3% | 2% | -1% | -0.1% | 4% | -7% | 0% | i | -2.2% | -4% | -18%

Six successive entries already listed:
SMILES | Casp7 inh | Pol III holo inh | USP2a inh | BRCT inh red | HEK293 cAMP cs | 15-hLO inh | Casp1 inh | Rhodamine fluor | BRCT inh green | HADH2 inhib | Tau fil binding
C=CCOc1ccc(C2/C(=C(\O)c3c(C)[nH]c(C(=O)OC)c3C)C(=O)C(=O)N2CCN(C)C)cc1 (stereo not drawn) | 0% | -6% | 12% | 0.4% | ? | -1% | -2% | i | -1.7% | 7% | -4%
COC(=O)/C(=C1\OC(=O)C(c2ccccc2)C1=O)c1ccccc1 (stereo not drawn) | -14% | . | 6% | -0.3% | . | 0% | -7% | . | -1.5% | . | .
Cc1nnc(NC(=O)CN2C(=O)c3ccccc3S2(=O)=O)s1 | 2% | -7% | -3% | 0.6% | 11% | -1% | 4% | i | -3.0% | 3% | -9%
CC(=O)Nc1ccccc1NC(=O)CC(C)(C)C | 2% | -4% | -1% | -0.2% | 2% | -3% | 2% | i | -0.9% | -1% | 0%
CCn1c(SCC(=O)N2c3ccccc3CCc3ccccc32)nc2c1c(=O)n(C)c(=O)n2C | -4% | -1% | 1% | -0.7% | 6% | 0% | 0% | i | -7.8% | 9% | 8%
CSc1nncc(-c2ccc(F)c(F)c2)n1 | -3% | 2% | -1% | -0.1% | 4% | -7% | 0% | i | -2.2% | -4% | -18%
